RBBP9 inhibitor = human RBBP9 hydrolase inhibition; O75884; recombinant RBBP9, FP-Rh probe fluorescence polarization; inhibition, % at 7.94 µM; 0.2% of 220,000 active; AID 1515;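 active means inhibition above the campaign mean of all tested compounds plus 3 SD, cut at about 14% in these data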;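 further: plate controls were DMSO wells with RBBP9 for no effect and wells lacking RBBP9 protein for full effect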
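Test system: recombinant human RBBP9. Quantity: 2.5 µM RBBP9 dispensing solution, before mixing. Detection: FP readout at 525/598 nm. Reagent: Serine-hydrolase probe FP-Rh, 375 nM pre-mixing. Measure: % inhibition. Control set: DMSO-treated enzyme wells and wells lacking RBBP9. Buffer or medium: Tris-NaCl-Pluronic buffer, pH 8.0. Times: preincubation 30 min plus labeling 45 min at 25 °C.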
Hck-Nef inh = human Hck-Nef kinase inhibition | Recombinant Hck-YEEI plus Nef, Z-Lyte FRET kinase assay | inhibition, % at 20 µM | AID 463187 | 0.68% of 220,000 active | P08631;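 active means Hck-Nef kinase inhibition above about 50%, limit read from the data; inactive means inhibition below that limit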;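 further: 0% = DMSO with Hck plus Nef and 100% = Hck alone without Nef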
L929 necroptosis = L929 zVAD cell death inhibition | L929 zVAD necroptosis rescue, ATP luminescence, 24 h; with zVAD 60 µM | viability rescue, % at 10 µM | 0.38% of 220,000 active | AID 1377;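 active means activation, scaled between plate controls, above about 75%, limit read from the data; inactive means activation under that limit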;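 further: 0% = zVAD with DMSO and 100% = DMSO alone without zVAD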
Runt-CBFb FRET = inhibitors of human RUNX1 Runt domain binding to CBFb; Cerulean-Runt/Venus-CBFb FRET ratio 530/480, 1 h; inhibition, % at 20 µM; 0.46% of 220,000 active;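 active means inhibition over about 50% at 20 µM in the single-dose screen, limit read from the data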;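 further: 0% = DMSO wells and 100% = excess unlabeled CBFb competitor control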
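Assay system: Cerulean-Runt domain fusion protein, energy donor; Signal: fluorescence energy transfer, 422 nm excitation, 530/480 nm emission; Timing: 1 h compound exposure, room temperature; Control set: unlabeled CBFb; Medium: Tris buffer pH 7.5 with salts and BSA; Compound: single test concentration of 20 µM, 1% DMSO final; Probe or stimulus: Venus-CBFb 100 nM.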
Runt-SMMHC FRET = Runt domain-CBFb-SMMHC interaction inhibition. inhibition, % at 20 µM. AID 1434. Q01196+Q13951. Cerulean-Runt/Venus-CBFb-SMMHC FRET ratio 530/480, 1 h. 0.74% of 220,000 active;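 active means mean inhibition across duplicate retests at 20 µM reaching about 50%, limit read from the data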;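 further: 0% = DMSO wells and 100% = wells with excess untagged CBFb-SMMHC; inhibitors lower the FRET ratio by blocking Runt binding to CBFb-SMMHC; some results filed as inactive read as strong as hits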
PERK inhibitor = inhibitors of human PERK kinase; Q9NZJ5; 0.17% of 220,000 active; CHO PERK-DD fusion, SEAP luminescence translation reporter; inhibition, % at 5.6 µM;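 active means inhibition above the mean inhibition of all tested compounds plus 3 SD, set separately per screening campaign, cut at about 2.9% in these data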;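 further: PERK kinase domain activated by AP20187 dimerizer at 100 nM; 0% = DMSO with dimerizer and 100% = rapamycin at 8.4 µM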
Target sequence (Q9NZJ5 whole entry, looked up, the tested form may be a part): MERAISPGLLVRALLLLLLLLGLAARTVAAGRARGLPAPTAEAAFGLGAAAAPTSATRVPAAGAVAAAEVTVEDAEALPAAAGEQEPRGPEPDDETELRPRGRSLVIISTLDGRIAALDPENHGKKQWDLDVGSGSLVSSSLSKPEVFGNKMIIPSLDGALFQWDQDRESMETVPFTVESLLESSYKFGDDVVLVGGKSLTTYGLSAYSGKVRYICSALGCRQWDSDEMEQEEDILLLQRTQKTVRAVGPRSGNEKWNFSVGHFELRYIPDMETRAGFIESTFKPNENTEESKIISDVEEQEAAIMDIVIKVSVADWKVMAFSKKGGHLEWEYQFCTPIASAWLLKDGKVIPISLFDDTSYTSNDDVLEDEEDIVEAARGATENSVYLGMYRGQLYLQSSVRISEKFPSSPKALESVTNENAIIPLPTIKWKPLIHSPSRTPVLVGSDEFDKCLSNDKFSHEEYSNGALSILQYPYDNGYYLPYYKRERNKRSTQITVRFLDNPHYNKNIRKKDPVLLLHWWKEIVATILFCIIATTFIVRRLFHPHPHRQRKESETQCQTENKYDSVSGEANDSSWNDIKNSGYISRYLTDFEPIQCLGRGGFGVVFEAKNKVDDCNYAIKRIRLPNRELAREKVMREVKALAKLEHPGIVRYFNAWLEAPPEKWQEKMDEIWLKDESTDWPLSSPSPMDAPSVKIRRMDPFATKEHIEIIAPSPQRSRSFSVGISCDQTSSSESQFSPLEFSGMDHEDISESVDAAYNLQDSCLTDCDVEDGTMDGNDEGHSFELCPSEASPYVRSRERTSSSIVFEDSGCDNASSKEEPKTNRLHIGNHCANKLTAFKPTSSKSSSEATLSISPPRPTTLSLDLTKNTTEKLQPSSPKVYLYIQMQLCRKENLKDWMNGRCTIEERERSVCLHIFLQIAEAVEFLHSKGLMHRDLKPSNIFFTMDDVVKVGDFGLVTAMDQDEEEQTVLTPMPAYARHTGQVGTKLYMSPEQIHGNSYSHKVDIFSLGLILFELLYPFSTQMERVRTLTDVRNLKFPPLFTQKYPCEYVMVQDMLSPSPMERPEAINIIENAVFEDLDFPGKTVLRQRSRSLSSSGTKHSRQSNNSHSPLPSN
TNF death inh = blocks TNF-alpha induced death of Jurkat FADD-/- cells | activation (protection from cell death), % at 10 µM | Jurkat FADD-/- TNF necroptosis rescue, ATP luminescence, 24 h; 0 = TNF only, 100 = no-TNF cells | AID 463075 | 0.068% of 220,000 active;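 active means activation, meaning protection from cell death, of at least 50% relative to plate controls; inactive means activation below 50%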;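 further: necroptosis triggered by 40 ng/mL TNF-alpha added together with compound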
PGE2 EP2 inh = EP2 receptor (human) inhibition | P43116 | C6 glioma cells expressing human EP2, cAMP TR-FRET; cells stimulated with saturating PGE2 | inhibition, % at 25 µM | 0.52% of 260,000 active | AID 1422;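 active means percent inhibition above 40 after rounding to a whole number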;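 further: rat C6 glioma host cells with rolipram phosphodiesterase inhibitor present; the protocol text gives 20 µM as final concentration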
EP2 mod = modulates human prostaglandin E2 receptor EP2 signaling; P43116; EP2-expressing cells, cAMP HTRF FRET, PGE2 co-stimulation; induction, % at 25 µM; 0.83% of 260,000 active;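 active means compounds whose cAMP rise, as percent of the full-agonist control response, exceeds 60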;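 further: rat C6 glioma line stably carrying human EP2 under a CMV promoter; the protocol text gives 20 µM as final concentration; 100% = response of wells given 1 µM PGE2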
* hit, by the source's call; nt = no result given; & = joins results of further samples.

structure	L929 necroptosis	EP2 mod	TNF death inh	PERK inhibitor	Runt-CBFb FRET	RBBP9 inhibitor	Hck-Nef inh	PGE2 EP2 inh	Runt-SMMHC FRET
CC1CCc2cc(F)ccc2N1C(=O)CSc1nnc2c3ccccc3n(C)c2n1 (stereo unspecified)	0.3	-2	-4.1	0.2	-4	4	0	11	0
CC1(C)CC(=O)C=C(NCc2ccncc2)C1	0.1	18	0.1	1.2	1	-4	0	5	9
Cc1cc(C)n(C(=O)c2ccc(C)c(F)c2F)n1	0.4	16	-0.6	2.2	0	-2	2	10	4
Cc1ccc(OCc2nc(C#N)c(NCc3ccc4c(c3)OCO4)o2)cc1	0.4	-41&-72	-1.6	0.0	0	-3	-17	14&6	-15
O=C(Nc1ccccc1C(F)(F)F)N1CCN(c2ccc3nncn3n2)CC1	1.6	37	-0.6	0.6	2	-6	-13	5	2
O=C1Cc2ccccc2Sc2ccc(Cl)cc21	0.0	61*	-0.3	0.9	0	7	1	14	1
COc1ccc(S(=O)(=O)NNC(=O)c2sccc2-n2cccc2)cc1	1.9	7	0.3	0.9	1	-4	22	6	3
CC(NC(=O)CSc1ncccc1C(=O)O)C1CC2CCC1C2 (stereo unspecified)	2.2	-5	-2.0	0.8	1	0	14	11	2
CSc1ncc(Cl)c(C(=O)Nc2ccccc2Cl)n1	1.5	20	-0.6	0.6	-1	-7	1	6	2
COc1ccc(-c2csc(NC(=O)CCS(=O)(=O)c3ccccc3)n2)c(OC)c1	1.0	-18	-12	-0.8	4	-6	18	12	1
CC(=O)N1c2ccccc2C2(O)N=C(C)SC12 (stereo unspecified)	1.6	-90	-2.4	0.7	20	2	-1	42*	52*
CCN(CC)S(=O)(=O)c1cccc(-c2nnc(SCC(=O)NC3CCCCCC3)n2N)c1	-0.6	10	-0.4	0.1	-3	3	-1	1	2
CCCCC(CC)C(=O)Oc1ccc(O)c(C(C)(C)C)c1 (stereo unspecified)	-0.8	43	-0.7	0.0	2	-10	25	4	-7
CC(C)NC(=O)C(=O)N/N=C/c1ccco1	-0.2	-3	-1.8	1.1	0	-2	0	14	0
Cc1ccc(-c2csc(N(CCCN(C)C)C(=O)c3ccco3)n2)cc1	6.0	-2	-0.2	-0.4	nt	-6	22	3	nt
O=C(O)C1C2C=CC3(CN(Cc4ccncc4)C(=O)C13)O2 (stereo unspecified)	1.2	17&-29	-0.1	0.5	-7	-7	0	8&8	-3
O=C(c1ccc(NS(=O)(=O)c2cccs2)cc1)N1CCN(c2ccccc2Cl)CC1	3.6	19	1.0	0.9	1	-4	1	10	-1
CCOc1cccc2cc(-c3nnc(NCc4ccco4)s3)c(=O)oc12	-0.1	-32	-11	0.3	-69	0	6	11	-218
O=C(c1ccc(S(=O)(=O)N2CCCCCC2)cc1)N1CCN(c2ccccn2)CC1	0.1	-6	1.4	-0.6	-1	-1	7	7	-6
Cc1ccc2c(c1)N(CCCC(=O)NCC1COc3ccccc3O1)C(=O)CO2 (stereo unspecified)	0.0	-38	0.1	-0.7	-1	3	5	8	2
O=C1/C(=C/c2cccnc2)SC(=S)N1c1ccc(F)cc1	0.2	-3	-0.7	0.9	6	-6	2	5	4
Cc1ccnc(Sc2ccc([N+](=O)[O-])cn2)n1	23	3&23	8.4	1.1	2	0	19	7&11	-3
CN1N=C(c2ccc(F)c(F)c2)CSC1=NCc1ccccc1	7.5	-62	2.5	-0.4	-1	-10	12	5	1
C/C(CCC(C)C)=N\Nc1ccc(S(N)(=O)=O)cc1[N+](=O)[O-]	0.0	14	-2.2	0.0	-6	5	3	3	-4
O=C(NCCN1CCN(Cc2ccccc2)CC1)C1c2ccccc2C(=O)N2CCc3ccccc3C12 (stereo unspecified)	-0.3	17	0.0	-0.4	nt	-4	-1	7	-1
O=C(c1cccc([N+](=O)[O-])c1)N1CCN(C(=O)c2ccco2)CC1	0.1	11	-0.3	0.4	3	1	-2	4	-1
CCOc1cc(C2/C(=C(\O)c3cc(C)ccc3C)C(=O)C(=O)N2CCN(C)C)ccc1O (stereo unspecified)	0.2	9	0.1	0.8	0	-1	8	10	-5
CCOc1ccc(/C(CC)=N/NC(=O)C2(C)CC2(Br)Br)cc1 (stereo unspecified)	2.0	0	4.5	-0.3	2	5	4	5	2
CCOC(=O)c1c(C)[nH]c(C)c1C(=O)COC(=O)c1cc2ccccc2cc1OC	2.2	5	1.2	-0.2	-4	-6	2	5	1
COc1ccc(/C=C(/C#N)C(=O)Nc2cccc([N+](=O)[O-])c2)cc1C(=O)O	0.0	-2	0.1	1.6	-2	0	17	2	-4
CCCCN(C(=O)Cn1ncc(Cl)c(Cl)c1=O)c1c(N)n(CC(C)C)c(=O)[nH]c1=O	2.2	1	-3.9	1.3	2	5	66*	13	6
CNC(=O)COC(=O)c1cc(-c2ccccc2)nn1-c1ccccc1	1.6	-14	-0.5	-0.4	0	-7	21	6	1
COc1ccc(C2CC(C(F)(F)F)n3nc(C(=O)O)c(Br)c3N2)cc1 (stereo unspecified)	0.6	42	0.4	0.9	0	-3	-19	10	-3
COc1ccc(OC)c(C2CC(c3ccccc3)=NN2C(=S)Nc2ccccc2)c1 (stereo unspecified)	-0.7	-6	-13	1.2	0	-3	-4	9	-1
CCn1cc(NC(=O)Nc2ccc(OC)c(OC)c2)c(C(N)=O)n1	0.1	18	-1.3	1.1	1	5	1	2	-1
Cn1nnnc1SCCOc1ccc(C#N)cc1	-0.2	-16	6.2	-0.1	-3	-9	1	10	2
S=C(NCc1ccc(Cl)cc1)Nc1ccccc1Cl	-0.7	-31	-1.1	0.7	0	-4	3	6	1
O=C(Nc1nnc(C2CCCO2)s1)c1ccc(Br)cc1 (stereo unspecified)	-0.8	12	0.7	-0.9	1	-2	-2	5	3
Cc1ccc(N(Cc2cc3ccccc3[nH]c2=O)C(=O)c2ccco2)c(C)c1	0.2	-5	-3.7	-0.4	2	2	1	17	2
COc1ccc(-c2nnnn2C(C)C)cc1	-0.2	16	3.3	2.4	0	0	22	11	2
COc1ccc(N2CCN(C(=O)Cn3nnc(-c4ccccc4N)n3)CC2)cc1	-0.3	-43	-0.2	0.2	0	-3	5	13	-2
COc1cc2c(cc1OC)C(NC(=O)C(F)(F)F)C/C2=N\O (stereo unspecified)	2.2	14	-1.9	0.1	3	-10	-11	8	7
COc1ccccc1CNC(=O)C1CCC(CNc2c(N3CCOCC3)c(=O)c2=O)CC1 (stereo unspecified)	1.0	28	0.7	0.9	2	2	18	10	0
CC(C)CCNC(=O)c1ccc2c(SCC(=O)O)c3c(nc2c1)CCCC3	nt	30	0.8	0.5	1	-7	7	6	4
O=C(O)c1ccc(-n2c(-c3cc(C4CC4)[nH]n3)n[nH]c2=S)cc1	-0.5	16	2.6	1.6	24	-10	12	3	13
O=C(CC(c1ccccc1)c1ccccc1)Nc1ccncc1	-0.5	11	-3.8	-0.6	-2	-5	25	4	-3
CC(=O)Nc1ccc(NC(=O)C(C)OC(=O)c2ccccc2Sc2ccccc2C#N)cc1 (stereo unspecified)	-0.5	15	-3.8	-0.6	-1	-6	2	1	-5
CCNC(=S)N1CCCC(C(N)=O)C1 (stereo unspecified)	1.7	15	-0.3	-0.3	-1	-6	13	1	-2
Cc1ccc(CN(C(=O)C(F)(F)F)C(C(=O)NC2CCCCC2)c2ccco2)cc1 (stereo unspecified)	nt	46	0.9	-0.5	-2	5	-8	9	0
Cn1c(NC(=O)/C=C/c2ccco2)cc(=O)n(C)c1=O	0.1	8	1.6	0.8	-1	-10	4	5	-2

Continuation:
structure	L929 necroptosis	EP2 mod	TNF death inh	PERK inhibitor	Runt-CBFb FRET	RBBP9 inhibitor	Hck-Nef inh	PGE2 EP2 inh	Runt-SMMHC FRET
COc1ccc(N(C(=O)Cn2nnc(-c3ccc(Cl)cc3)n2)C(C(=O)NCC2CCCO2)c2ccncc2)cc1 (stereo unspecified)	0.8	-36	0.0	0.1	nt	-10	20	6	nt
CCN(CC)C(=O)CSc1nc(O)c(Cc2ccccc2)c(=O)n1-c1ccccc1	-0.1	13	-1.6	0.7	-1	3	0	11	1
CC1CCN(c2c(NCC3CCC(C(=O)NCc4ccc(F)cc4)CC3)c(=O)c2=O)CC1 (stereo unspecified)	-0.2	3	2.5	0.5	-2	1	31	-1	0
Nc1cc(-c2ccco2)no1	0.1	-18	0.2	-0.6	nt	2	1	10	nt
CC(=O)Nc1cc2c(ccc3ccccc32)oc1=O	16	-26	-1.5	0.3	-1	-8	27	13	6
N#Cc1cnn2ccc(-c3ccc4c(c3)CCC4)nc12	1.1	19	2.8	-0.1	2	-1	21	5	6

Ordered by SMILES length (lowest first): some entries from above.
structure	L929 necroptosis	EP2 mod	TNF death inh	PERK inhibitor	Runt-CBFb FRET	RBBP9 inhibitor	Hck-Nef inh	PGE2 EP2 inh	Runt-SMMHC FRET
CC(=O)Nc1cc2c(ccc3ccccc32)oc1=O	16	-26	-1.5	0.3	-1	-8	27	13	6
CCN(CC)C(=O)CSc1nc(O)c(Cc2ccccc2)c(=O)n1-c1ccccc1	-0.1	13	-1.6	0.7	-1	3	0	11	1
CC1CCN(c2c(NCC3CCC(C(=O)NCc4ccc(F)cc4)CC3)c(=O)c2=O)CC1 (stereo unspecified)	-0.2	3	2.5	0.5	-2	1	31	-1	0

This is a subset; rates above refer to the full screens.
